Compound activity as filed in PubChem BioAssay.
TRHR agonist = qHTS for Small Molecule Agonists and Allosteric Enhancers of Human TRH Receptor: Primary Screen for Agonists; activation, % at 2 µM; Thyrotropin-releasing hormone receptor (Homo sapiens), P34981; 360,000 tested, 0.18% active; TRHR cells, calcium flux fluo-8, FDSS agonist mode; in the data active = activation above about 30%; also: 0% is about no effect
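Steps: seed TRHR cells overnight; add fluo-8 no-wash Ca dye, RT 30 min–1.5 h; record 10 s baseline; pin-transfer compounds; monitor fluorescence 1 cycle/s for the agonist window. Calcium increases flag candidate agonists.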
USP1 inh = Inhibitors of USP1/UAF1: Primary Screen; AID 743255, 2014; Ubiquitin carboxyl-terminal hydrolase 1 (Homo sapiens), O94782; Potency, µM (highest dose often 57.1 µM), without a hit: top-dose activity change, negative = inhibition, usual class: inhibitors; 390,000 tested, 0.23% active; recombinant USP1/UAF1, Ub-Rhodamine cleavage fluorescence; also: potency is read from the fitted curve at half-maximal effect; % is scaled to controls: 0 for no effect and ±100 for the full control effect; nearly all actives have a fitted effect of over 60% in size; inactives centre near -12
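High-throughput fluorogenic screen: 1nM USP1/UAF1 complex, Ub-Rho substrate 150nM final, 50mM HEPES pH 7.8 with 0.5mM EDTA, 0.1 mg/ml BSA, 1mM TCEP and 0.01% Tween-20.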
rTrxR1 inhibitor = qHTS Assay for Inhibitors of Mammalian Selenoprotein Thioredoxin Reductase 1 (TrxR1): qHTS | Thioredoxin reductase 1, cytoplasmic (Rattus norvegicus), O89049 | recombinant rTrxR1, NADPH fluorescence consumption, selenite substrate | Potency, µM (series often up to 114 µM), inactives show at the highest dose activity change, negative = inhibition, most hits filed as inhibitors | 390,000 tested, 1% active; also: potency is read from the fitted curve at half-maximal effect; % is scaled to controls: 0 for no effect and ±100 for the full control effect; nearly all actives have a fitted effect of over 65% in size
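Rat TrxR1 (90 nM in the dispensed reagent) was pre-reduced with 400 uM NADPH for 5 min at room temperature, then incubated with compound for 15 min. After 400 uM selenite was added, NADPH fluorescence (Ex 340/Em 450 nm) was followed for 8 min.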
D2 antag = HTS Assay for Allosteric Antagonists of the Human D2 Dopamine Receptor: Primary Screen for Antagonists | HEK293 TREx D2 cells, calcium flux, dopamine EC80 | inhibition, % at 10 µM | D(2) dopamine receptor (Homo sapiens), P14416 | 340,000 tested, 2% active; in the data active = inhibition above about 30%; also: 0% is about no effect
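Inhibition of EC80 dopamine-driven calcium flux, recorded kinetically, defines activity here; cells are a tetracycline-induced HEK293 T-REx line expressing force-coupled D2.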
TRHR enhancer = qHTS for Small Molecule Agonists and Allosteric Enhancers of Human TRH Receptor: Primary Screen for Enhancers | TRHR cells, fluo-8 calcium fluorescence, EC20 TRH enhancement | enhancement, % at 2 µM | 360,000 tested, 0.66% active | Thyrotropin-releasing hormone receptor (Homo sapiens), P34981 | AID 493056, 2011; in the data active = enhancement above about 30%; also: 0% is about no effect
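TRHR-expressing cells loaded with fluo-8 calcium dye were read kinetically (ex 480/em 530) during compound addition, then stimulated with an EC20 of TRH (10 nM final). Enhancement of the Gq-mediated intracellular calcium response was scored.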
D2 agonist = HTS Assay for Allosteric Agonists of the Human D2 Dopamine Receptor: Primary Screen for Agonists | 340,000 tested, 0.53% active | D(2) dopamine receptor (Homo sapiens), P14416 | activation, % at 2 µM | HEK293 T-REx D2 cells, calcium flux agonist mode;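 active = activation over 3 SD above normal in the single-dose calcium agonist read, cut at about 30% in these data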; also: 0% is about no effect
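In this primary screen, compounds producing a positive calcium signal within 180 s of addition to tetracycline-induced, force-coupled HEK293 Trex D2 cells are flagged; cells are dye-loaded with a no-wash calcium kit beforehand.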
TrxR1 substrate = qHTS Assay for Substrates of Mammalian Selenoprotein Thioredoxin Reductase 1 (TrxR1): qHTS. 390,000 tested, 0.01% active. purified TrxR1 substrate turnover, NADPH consumption readout. Potency, µM (series often up to 114 µM), inactives show top-dose activity change, negative = substrate turnover. AID 588456, 2011; also: potency is read from the fitted curve at half-maximal effect; % is scaled to controls: 0 for no effect and ±100 for the full control effect; nearly all actives have a fitted effect of over 50% in size
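Rat TrxR1, dispensed at 90 nM, was prereduced with 400 uM NADPH (final) for 5 min at ~22 deg C, then incubated with compound 15 min before 400 uM selenite. A first-read NADPH fluorescence drop versus no-compound background flagged substrates.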
mIDH1 inhibitor = qHTS for Inhibitors of mutant isocitrate dehydrogenase 1 (IDH1): qHTS | 390,000 tested, 0.093% active | IDH1-R132H enzyme, NADPH consumption, diaphorase/resazurin fluorescence | Isocitrate dehydrogenase [NADP] cytoplasmic (Homo sapiens), O75874 | Potency, µM (top dose mostly 76.6 µM), inactives show top-dose activity change, negative = inhibition, most hits filed as inhibitors; also: potency is read from the fitted curve at half-maximal effect; % is scaled to controls: 0 for no effect and ±100 for the full control effect; nearly all actives have a fitted effect of over 65% in size
Target sequence (O75874 whole entry R132H, stated change not applied): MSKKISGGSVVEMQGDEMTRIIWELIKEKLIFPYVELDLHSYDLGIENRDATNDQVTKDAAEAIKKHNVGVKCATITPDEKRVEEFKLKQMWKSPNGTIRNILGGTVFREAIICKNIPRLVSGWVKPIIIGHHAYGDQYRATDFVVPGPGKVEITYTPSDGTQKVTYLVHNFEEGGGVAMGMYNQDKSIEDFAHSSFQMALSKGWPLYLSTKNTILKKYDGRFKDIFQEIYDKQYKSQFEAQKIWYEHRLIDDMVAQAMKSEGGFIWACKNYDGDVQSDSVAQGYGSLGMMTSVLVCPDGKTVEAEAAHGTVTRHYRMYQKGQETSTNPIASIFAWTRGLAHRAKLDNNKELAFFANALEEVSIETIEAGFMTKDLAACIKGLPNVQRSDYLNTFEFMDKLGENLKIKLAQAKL
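IDH1-R132H (0.5 ug/mL dispensed) in pH 7.5 Tris buffer was preincubated 30 min with compound, then given a substrate mix of 0.016 mM NADPH and 2 mM alpha-KG for 80 min at room temperature; remaining NADPH was read by diaphorase/resazurin fluorescence.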
PI4K2A inh = qHTS for small molecular inhibitors of PI4K2A; Phosphatidylinositol 4-kinase type 2-alpha (Homo sapiens), Q9BTU6; activity change, negative = inhibition, % at 76.9 µM; purified PI4K2A, ADP-Glo luminescence, 1 h; active compounds read low; 420,000 tested, 0.13% active; in the data active = activity change below about -50%; inconclusive = mostly about -30% to -49%;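 also: -100% = wells without enzyme as full effect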
Target sequence (Q9BTU6 whole entry, looked up): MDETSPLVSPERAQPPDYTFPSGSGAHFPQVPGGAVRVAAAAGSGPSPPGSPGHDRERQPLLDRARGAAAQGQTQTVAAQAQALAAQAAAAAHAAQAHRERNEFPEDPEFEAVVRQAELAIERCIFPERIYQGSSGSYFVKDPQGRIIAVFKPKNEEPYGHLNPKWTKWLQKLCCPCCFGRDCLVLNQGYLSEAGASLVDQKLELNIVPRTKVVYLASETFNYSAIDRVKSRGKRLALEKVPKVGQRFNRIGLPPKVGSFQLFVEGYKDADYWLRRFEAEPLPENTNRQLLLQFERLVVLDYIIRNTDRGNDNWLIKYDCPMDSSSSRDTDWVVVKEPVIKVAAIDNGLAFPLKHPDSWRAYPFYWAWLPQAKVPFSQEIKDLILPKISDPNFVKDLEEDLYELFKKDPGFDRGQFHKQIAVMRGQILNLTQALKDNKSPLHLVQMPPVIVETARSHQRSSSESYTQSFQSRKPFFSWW
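Compounds are screened against recombinant PI4K2A using PI as substrate and ATP, the latter dispensed at 300 microM. Reactions run one hour at ambient temperature before ADP-Glo detection; full inhibition defined by wells lacking enzyme.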
Active calls of the source: *; ? = inconclusive; . = not tested or not shown; [ ] = dose if it differs, or a comment. Unless noted, calls follow the shape of the dose curve; as a rule, active = well fitted inhibition curve with a large enough effect; inconclusive = small, poorly fitted or top-dose-only effect; inactive = no such curve, though single readings can be large or run the other way.

Every second line gives: TRHR agonist	USP1 inh	rTrxR1 inhibitor	D2 antag	TRHR enhancer	D2 agonist	TrxR1 substrate	mIDH1 inhibitor	PI4K2A inh
- CCOC(=O)c1c(NC(C)=O)sc(C(=O)NC2CCCC2)c1C
  -0.1	-1%	12%	-26	-1	0.1	6%	0%	-2
- COC(CNC(=O)CC1C(=O)N(Cc2ccccc2)C(C)c2nc3ccccc3n21)OC (stereo not given)
  1.1	-10%	9%	-1	-11	2.9	6%	9%	-20
- CC(C)n1cc(C(=O)c2cc(Br)ccc2O)cc(C#N)c1=O
  0.3	-25%	-8%	10	-3	-0.9	-3%	-1%	1
- CC(=O)c1ncnn1CC(=O)c1ccc(Cl)cc1Cl
  -0.8	-3%	3%[57.1 µM]	15	19	-1.7	5%[57.1 µM]	4%	1
- O=[N+]([O-])c1ccc(NCCCO)c(C(F)(F)F)c1
  -0.1	-18%	-9%	-13	2	-0.5	-11%	-2%	1
- Cc1ccccc1-c1nc(CN2CCCC(C(=O)NCc3cccnc3)C2)c(C)o1 (stereo not given)
  -0.4	-7%	-8%	-18	1	0.4	-7%	3%	5
- CC(=O)Nc1ccc(S(=O)(=O)NCCc2ccccn2)cc1
  -0.1	-1%	9%[57.1 µM]	-15	-2	2.3	3%[57.1 µM]	12%	2
- Cc1ccc(C(=O)Sc2cccccc2=O)cc1
  1.1	-19%	0.63µM*	37*	4	3.8	3%[57.1 µM]	-4%	-12
- CCN(CC)C(=O)Cn1cc(C(=O)C(=O)NCCc2c[nH]c3ccccc23)c2ccccc21
  0.1	-14%	-7%	-1	1	0.4	-12%	-3%	-3
- O=C(CCN1C(=O)/C(=C/c2ccc(Cl)cc2)SC1=S)Nc1cccc(C(=O)O)c1
  1.2	11%	-3%[57.1 µM]	.	5	.	-1%[57.1 µM]	0%	3
- Oc1c(C(c2ccc(Cl)cc2)N2CCC3(CC2)OCCO3)sc2nc(-c3ccco3)nn12 (stereo not given)
  0.0	8%	10%[57.1 µM]	.	-6	-0.5	3%[57.1 µM]	-11%	22
- Cc1nn(C)cc1C(=O)NNC(=S)Nc1ccccc1
  0.1	-4%	-21%[57.1 µM]	7	-1	0.4	-3%	-3%	-8
- CC(=O)Cc1nsc(NC(=O)c2ccc(-c3ccc(Cl)cc3Cl)o2)n1
  -0.2	-20%	7%	5	4	0.3	7%	18%	-3
- S=C(Nc1ccc(Cl)cc1)N1CCOCC1
  .	1%	0%	.	.	.	-3%	-1%	2
- Cc1cc(C)cc(OCC(=O)Nc2nc(-c3cccnc3)cs2)c1
  -0.2	-2%	8%	2	-1	0.8	-2%	-6%	-3
- COc1ccc(-n2c(SCC(=O)N3CCCC3)nc3ccccc3c2=O)cc1
  -1.0	.	.	7	-4	-3.1	.	.	.
- CCN(CC)S(=O)(=O)c1cccc(NC(=S)NC(=O)/C=C/c2ccc(S(=O)(=O)N3CCOCC3)cc2)c1
  0.0	-2%	22%[57.1 µM]	-9	-5	-0.5	-14%	9%	4
- Cc1c(O)ccc(-c2n[nH]c(C(=O)O)c2-c2nc3ccccc3s2)c1O
  0.7	-19%	20%	0	-4	-0.2	5%	3%	-1
- COC(C(=O)Nc1ccnn1C1CCN(Cc2cnn(C(C)C)c2)CC1)c1ccccc1 (stereo not given)
  -0.2	-10%	16%	0	0	0.1	-1%	-8%	2
- Cn1c(SCC(=O)NC2CCCCC2)nnc1-c1ccccc1O
  -0.1	-24%	-1%	12	-1	-0.1	-5%	0%	1
- CCC(C)(C)n1nnnc1C(c1ccc(C)cc1)N1CCN(Cc2ccc3c(c2)OCO3)CC1 (stereo not given)
  0.8	-22%	9%	-18	3	-0.4	-1%	-2%	1
- O=S(=O)(c1cccc2nsnc12)N1CCCC1
  -1.1	-6%	14%	3	-3	-1.7	4%	1%	-1
- O=C(CCN=C1NS(=O)(=O)c2ccccc21)NCc1ccccc1F
  .	-19%	15%[57.1 µM]	.	.	.	7%[57.1 µM]	-1%	-1
- CC(CNCc1ccc2c(c1)OCO2)NCc1ccc2c(c1)OCO2 (stereo not given)
  0.6	-18%	9%[57.1 µM]	0	-2	0.0	0%[57.1 µM]	12%	3
- O=C(NC1CCCCC1)/C(=N\O)c1ccccn1
  0.3	1%	15%	-9	5	0.1	11%	4%	0
- Cc1cccc(NC(=S)NC2CCCC2)c1C
  -0.6	-21%	11%	-1	3	0.5	2%	0%	1
- CCOC(=O)/C(C(N)=NCCCO)=C(/O)c1ccccc1
  0.2	-9%	-5%	8	3	0.1	-2%	3%	4
- O=C(Cc1c[nH]c2ccccc12)N1CCN(S(=O)(=O)c2ccc(Cl)cc2)CC1
  -0.4	-6%	8%[57.1 µM]	.	-9	.	-4%[57.1 µM]	5%	-2
- CCCCNC(=O)N(C)c1nc2ccccc2s1
  -0.5	-2%	1%[57.1 µM]	-8	-2	-0.4	-5%	6%	-1
- Cc1ccc(-c2nn(-c3ccccc3)cc2/C=N/n2c(-c3ccncc3)n[nH]c2=S)cc1
  0.0	-13%	6%[57.1 µM]	25	13	0.5	5%[57.1 µM]	-2%	-2
- C=CCOC(=O)C1=C(C)NC(C)=C(C(=O)OCC=C)C1c1ccc(C)o1
  0.7	-12%	4%[57.1 µM]	-15	-8	3.6	-21%[57.1 µM]	2%	-9
- Cc1ccccc1NC(=O)CCN1CCCCCC1
  .	-21%	-16%	.	.	.	-12%	6%	1
- O=C(N/N=C/c1cc2c(cc1[N+](=O)[O-])OCO2)c1ccccn1
  .	-18%	10%	.	.	.	1%	7%	0
- COc1ccc2sc(N(Cc3cccnc3)C(=O)c3ccco3)nc2c1
  -0.3	-5%	11%[57.1 µM]	.	-2	0.9	4%[57.1 µM]	13%	2
- Cc1nn(C)c(C)c1-c1c(C#N)c(N)nc2c1CCCCCC2
  0.2	-6%	-9%	.	11	.	102%[activator]	2%	-8
- O=C(c1cccc(S(=O)(=O)NCc2ccccc2)c1)N1CCCC(C(F)(F)F)C1 (stereo not given)
  -0.8	-22%	1%[57.1 µM]	.	3	.	-5%[57.1 µM]	-7%	-4
- Cc1nnc(SCc2ccc(CSc3nnc(C)c(=O)[nH]3)cc2)[nH]c1=O
  0.5	-15%	17%[57.1 µM]	8	2	0.2	3%[57.1 µM]	-4%	-1
- Cn1c(CNC(=O)c2ccccc2F)nnc1SCC(=O)NCc1ccccc1
  0.6	-6%	25%	-4	27	0.1	0%	-10%	5
- NC(=S)n1[nH]c(-c2ccc([N+](=O)[O-])cc2)c(N=Nc2cccc([N+](=O)[O-])c2)c1=O
  -0.3	?	-17%	-15	-4	1.7	-8%	-14%	1
- Cc1ccc2c(c1)C(=O)N1[C@H]3c4cc(Cl)ccc4OC[C@@H]3[C@H](c3ccccc3)[C@]1(C)C(=O)N2
  .	?	5%[57.1 µM]	.	.	.	6%[57.1 µM]	3%	-5
- O=C(COc1ccc(Br)cc1)N1CCN(c2ccc([N+](=O)[O-])c(N3CCCCC3)c2)CC1
  -0.3	-8%	8%	-1	-8	-1.2	0%	1%	-3
- O=C1Nc2ccccc2C(O)(C(=O)NCc2ccco2)N1c1ccc(Cl)c(Cl)c1 (stereo not given)
  -0.1	-21%	-3%[57.1 µM]	.	-1	.	-9%[57.1 µM]	6%	-5
- Cc1ccc(C(=O)Nc2cccc(S(=O)(=O)N3CCCCC3)c2)cc1S(=O)(=O)N1CCOCC1
  .	-12%	6%	.	.	.	2%	-4%	3
- COc1nsnc1N1CCOCC1
  -1.8	0%	18%[57.1 µM]	8	-2	-0.3	5%[57.1 µM]	-1%	-4
- CC(=O)N1c2ccc(S(=O)(=O)N(C)CC(=O)N(C)Cc3ccccc3)cc2CC1C (stereo not given)
  -0.5	-7%	4%	36*	-3	0.4	-2%	-2%	8
- Cc1ccc(-n2ncc3c(=O)n(Cc4ccccc4C)cnc32)cc1C
  -2.5	2%	-1%	.	-1	-1.1	-4%	16%	-1
- O=C(O)c1ccccc1C(=O)NCC(O)COc1ccc(Cl)cc1 (stereo not given)
  0.1	-9%	11%	2	2	-0.8	5%	1%	-3
- CN(CCOc1ccc(-c2ccn(S(=O)(=O)c3c(Cl)cccc3Cl)n2)cc1)c1ccccn1
  0.6	-6%	21%[57.1 µM]	4	18	0.6	0%[57.1 µM]	-1%	3
- COc1cc(C)c(S(=O)(=O)N2CCCC2)cc1C
  -1.4	-16%	17%[57.1 µM]	-6	5	0.1	0%[57.1 µM]	7%	2
- CCOc1ccccc1NC(=O)C1CCCN1S(=O)(=O)c1ccc2c(c1)C(C)(C)C(=O)N2C (stereo not given)
  -0.2	-12%	3%	.	-5	0.0	-3%	-15%	-3
- CCC(=O)N1c2ccc(S(=O)(=O)N3CCN(c4cc(C)ccc4C)CC3)cc2CC1C (stereo not given)
  0.4	-23%	15%	19	-5	0.3	1%	-3%	-2

Two records picked at random from those above, as already listed:
Every second line gives: TRHR agonist	USP1 inh	rTrxR1 inhibitor	D2 antag	TRHR enhancer	D2 agonist	TrxR1 substrate	mIDH1 inhibitor	PI4K2A inh
- COc1nsnc1N1CCOCC1
  -1.8	0%	18%[57.1 µM]	8	-2	-0.3	5%[57.1 µM]	-1%	-4
- O=C(O)c1ccccc1C(=O)NCC(O)COc1ccc(Cl)cc1 (stereo not given)
  0.1	-9%	11%	2	2	-0.8	5%	1%	-3
